Source: PubChem BioAssay
MEKK3 PB1 HTS: modulators of MEKK3-MEK5 PB1 binding, primary screen, biochemical, wildtype MEKK3, multiplex bead flow cytometry, Alexa488-MEK5; 290,000 compounds, 1.4% hits; bead-based flow cytometry, Alexa488-MEK5 binding to MEKK3; actives lie on both sides; 0 = blocked by unlabeled MEK5, 100 = vehicle; AID 1529, 2009; binding response (% of control), % at 10 µM;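 active = binding response more than 3 SD above or below the average of its plate-row segment, actives on both sides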;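 also: Alexa488 bead fluorescence after subtracting the streptavidin-only scavenger bead signal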
Target sequence (Q99759 whole entry, looked up): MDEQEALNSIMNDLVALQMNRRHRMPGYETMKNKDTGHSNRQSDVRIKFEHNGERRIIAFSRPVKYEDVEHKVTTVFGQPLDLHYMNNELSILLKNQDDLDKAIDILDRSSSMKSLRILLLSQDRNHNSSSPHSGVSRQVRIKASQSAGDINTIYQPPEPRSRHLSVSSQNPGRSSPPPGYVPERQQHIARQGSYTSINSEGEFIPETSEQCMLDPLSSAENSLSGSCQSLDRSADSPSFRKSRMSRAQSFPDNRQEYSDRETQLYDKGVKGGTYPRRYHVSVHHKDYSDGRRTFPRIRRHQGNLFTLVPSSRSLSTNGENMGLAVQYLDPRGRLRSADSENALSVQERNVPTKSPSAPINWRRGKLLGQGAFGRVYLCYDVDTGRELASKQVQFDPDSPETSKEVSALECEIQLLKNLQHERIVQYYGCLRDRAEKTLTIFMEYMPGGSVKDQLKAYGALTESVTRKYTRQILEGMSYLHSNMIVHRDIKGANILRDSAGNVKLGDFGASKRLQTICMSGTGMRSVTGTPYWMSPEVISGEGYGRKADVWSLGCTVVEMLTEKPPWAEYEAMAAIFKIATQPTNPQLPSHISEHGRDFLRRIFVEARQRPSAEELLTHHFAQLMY
DNA FID counter: compounds displacing fluorescent DNA intercalator, primary screen, artefact control for HCV NS3 helicase inhibitor project, biochemical, FID fluorescence; 290,000 compounds, 0.17% hits; AID 1845, 2009; DNA fluorescent intercalator displacement; inhibition, % at 7.9 µM; in the data active = inhibition above about 37%;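 also: 0% = vehicle and 100% = reference compound; higher means more ethidium bromide displaced from hairpin DNA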
GalR3 antagonist: GalR3 antagonists in HEK293 cells, primary screen, cell-based, fluorescence readout; HEK293 GalR3-CNG cAMP membrane potential fluorescence; galR3 body fused to GalR1 C-terminus; 360,000 compounds, 0.44% hits; inhibition, % at 3 µM; AID 651719, 2012;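 active = inhibition above the screen-wide average plus 3 SD, cut at about 13% in these data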;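 also: forskolin and galanin both at EC90 stimulate the cells; cAMP rise reported by CNG channel membrane potential dye signal; 0% = forskolin plus galanin with DMSO and 100% = forskolin alone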
Target sequence (O60755 1-299 limits assumed): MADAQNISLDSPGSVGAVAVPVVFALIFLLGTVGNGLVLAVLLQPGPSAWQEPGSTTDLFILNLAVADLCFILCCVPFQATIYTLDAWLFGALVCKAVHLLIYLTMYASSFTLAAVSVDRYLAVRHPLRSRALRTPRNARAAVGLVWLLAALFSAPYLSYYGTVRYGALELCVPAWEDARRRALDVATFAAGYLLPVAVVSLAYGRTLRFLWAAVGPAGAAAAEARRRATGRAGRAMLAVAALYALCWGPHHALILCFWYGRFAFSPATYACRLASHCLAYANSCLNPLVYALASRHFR
CRFR2-BP antag: antagonists of CRF-BP/CRF-R2 complex, primary screen, cell-based, HEK293, calcium dye fluorescence, uHTS; 350,000 compounds, 0.59% hits; inhibition, % at 11.8 µM; CRF-induced calcium fluorescence;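 active = inhibition of the ligand-induced calcium signal above about 50% at the single tested concentration, limit read from the data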
MEKK2 mut-MEK5: MEK5 binding signal on mutant MEKK2 PB1, primary screen, biochemical, multiplex bead flow cytometry, Alexa488-MEK5. Alexa488-MEK5 binding to MEKK2 mutant. percent response, % at 10 µM. 290,000 compounds, 0.35% hits. AID 1530, 2009; in the data active = percent response above about 24%, passing the limit was not always enough; also: inactives centre near 1; some results filed as inactive read as strong as hits
HCV NS3 hel inh: inhibitors of HCV NS3 helicase, primary screen, biochemical, Cy5 molecular beacon fluorescence; 290,000 compounds, 0.56% hits; Hepatitis C virus NS3 helicase; NS3 helicase DNA unwinding; inhibition, % at 10.9 µM;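 active = inhibition above the mean of all tested compounds plus 3 SD, set per campaign, cut at about 35% in these data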;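 also: 0% = DMSO wells and 100% = thioflavine S control wells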
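Control set: DMSO versus 110 µM thioflavine S; Material: NS3 helicase fragment of HCV; Measured by: Cy5 fluorescence at 0 and 60 min, beacon hairpin quenching; Read-out basis: percent inhibition from t60/t0 fluorescence ratio; Times: reaction time 60 min, 25 °C; Repeats: single replicate; Compound dosing: single dose, 10.9 µM nominal final, DMSO 0.8% final.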
SUMO HTRF inh: inhibitors of in vitro SUMOylation cascade, primary screen, biochemical, HTRF, uHTS; SUMO-conjugating enzyme UBC9 (Homo sapiens), P63279; inhibition, % at 35 µM; HTRF SUMOylation assay, SAE1/SAE2 + UBC9; 290,000 compounds, 0.36% hits; in the data active = inhibition above about 50%, passing the limit was not always enough; also: strong numbers were not always called active
Target sequence (P63279 whole entry, looked up): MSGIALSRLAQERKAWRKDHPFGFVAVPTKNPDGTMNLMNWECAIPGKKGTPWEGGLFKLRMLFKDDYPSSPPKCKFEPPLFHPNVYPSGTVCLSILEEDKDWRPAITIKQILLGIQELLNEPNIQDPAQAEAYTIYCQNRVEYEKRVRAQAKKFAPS
CRFBP-R2 agonist: agonists of CRF-BP/CRF-R2 complex, primary screen, cell-based, HEK293, calcium dye fluorescence, uHTS; CRF-binding protein / CRF receptor 2 complex (human); 350,000 compounds, 0.46% hits; calcium dye fluorescence (FLIPR); percent of saturating CRF peptide response; activation, % at 13.2 µM;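 active = activation of at least 50%, plus an integration ratio under a set limit after plate pattern correction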;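 also: plate controls were neutral control wells without compound for no effect and CRF at EC100 for full effect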
MEKK2 WT-MEK5: modulators of MEK5 binding to wildtype MEKK2, primary screen, biochemical, multiplex bead flow cytometry, Alexa488-MEK5. AID 1531, 2009. binding response (% of control), % at 10 µM. Mitogen-activated protein kinase kinase kinase 2 (Homo sapiens), Q9Y2U5. 290,000 compounds, 1.1% hits. Alexa488-MEK5 binding to MEKK2 WT; actives lie on both sides; in the data active = binding response below about 67% or above about 130%
Starred values were filed as active, the others as inactive.

A first look, two compounds:
`CCN(CC)S(=O)(=O)c1cccc2cc(C(=O)O)c(O)cc12` gave DNA FID counter -17, GalR3 antagonist 1, CRFR2-BP antag 8, HCV NS3 hel inh 7, SUMO HTRF inh 44 and CRFBP-R2 agonist 4.1.
CCC(C)NC(=O)c1c(N)n(/N=C/c2ccccn2)c2nc3ccccc3nc12 (stereo not drawn) was read as MEKK3 PB1 HTS 101, DNA FID counter -3, GalR3 antagonist -4, CRFR2-BP antag -62, MEKK2 mut-MEK5 0, HCV NS3 hel inh 2, SUMO HTRF inh -29, CRFBP-R2 agonist 16 and MEKK2 WT-MEK5 105.

Main list, from the first entry:
`CCN(CC)S(=O)(=O)c1cccc2cc(C(=O)O)c(O)cc12` gave DNA FID counter -17, GalR3 antagonist 1, CRFR2-BP antag 8, HCV NS3 hel inh 7, SUMO HTRF inh 44 and CRFBP-R2 agonist 4.1.
CCC(C)NC(=O)c1c(N)n(/N=C/c2ccccn2)c2nc3ccccc3nc12 (stereo not drawn) was read as MEKK3 PB1 HTS 101, DNA FID counter -3, GalR3 antagonist -4, CRFR2-BP antag -62, MEKK2 mut-MEK5 0, HCV NS3 hel inh 2, SUMO HTRF inh -29, CRFBP-R2 agonist 16 and MEKK2 WT-MEK5 105.
Screening COc1ccc(CCNC(=O)c2noc(C(C)C)c2[N+](=O)[O-])cc1OC returned MEKK3 PB1 HTS 101, DNA FID counter -14, GalR3 antagonist -8, CRFR2-BP antag -1, MEKK2 mut-MEK5 5, HCV NS3 hel inh -10, SUMO HTRF inh 7, CRFBP-R2 agonist 0.2 and MEKK2 WT-MEK5 101.
For Cc1ccccc1CN1CCN(Cc2ccccc2C(F)(F)F)CC1 the results were MEKK3 PB1 HTS 103, DNA FID counter 16, GalR3 antagonist -4, CRFR2-BP antag -41, MEKK2 mut-MEK5 11, HCV NS3 hel inh 2, SUMO HTRF inh -19, CRFBP-R2 agonist -0.1 and MEKK2 WT-MEK5 106.
CCCCn1c(SCC(N)=O)nc2c(sc3ccccc32)c1=O was read as MEKK3 PB1 HTS 102, DNA FID counter -5, GalR3 antagonist 2, CRFR2-BP antag -9, MEKK2 mut-MEK5 0, HCV NS3 hel inh -3, SUMO HTRF inh 12, CRFBP-R2 agonist -0.1 and MEKK2 WT-MEK5 101.
For O=C(NCCCc1ccccn1)C1CCC(=O)N(Cc2cccc(F)c2)C1 (stereo not drawn) the results were MEKK3 PB1 HTS 106, DNA FID counter -12, GalR3 antagonist 0, CRFR2-BP antag -4, MEKK2 mut-MEK5 4, HCV NS3 hel inh 5, SUMO HTRF inh 8, CRFBP-R2 agonist -1.3 and MEKK2 WT-MEK5 106.
Screening O=C(Nc1cnc2sc3c(n2c1=O)CCCC3)c1ccc(F)cc1 returned MEKK3 PB1 HTS 103, DNA FID counter -5, GalR3 antagonist 0, CRFR2-BP antag -3, MEKK2 mut-MEK5 1, HCV NS3 hel inh 3, SUMO HTRF inh -26, CRFBP-R2 agonist -1.2 and MEKK2 WT-MEK5 97.
For Cc1cc(S(=O)(=O)N2CCCC2)ccc1OCC(=O)N1CCCCC1 the results were MEKK3 PB1 HTS 107, DNA FID counter -16, GalR3 antagonist -1, CRFR2-BP antag 7, MEKK2 mut-MEK5 11, HCV NS3 hel inh 1, SUMO HTRF inh 9, CRFBP-R2 agonist -5.8 and MEKK2 WT-MEK5 108.
For CCN1CCN(C(=S)NC(=O)c2cccs2)CC1 the results were MEKK3 PB1 HTS 104, DNA FID counter -6, GalR3 antagonist -7, CRFR2-BP antag 2, MEKK2 mut-MEK5 1, HCV NS3 hel inh 10, SUMO HTRF inh 6, CRFBP-R2 agonist 0.3 and MEKK2 WT-MEK5 96.
For COc1ccc(N(CC(=O)Nc2ccc(C)cn2)S(=O)(=O)c2c(C)noc2C)cc1 the results were MEKK3 PB1 HTS 87, DNA FID counter -19, GalR3 antagonist -4, CRFR2-BP antag -30, MEKK2 mut-MEK5 -9, HCV NS3 hel inh -16, SUMO HTRF inh 5, CRFBP-R2 agonist 0.1 and MEKK2 WT-MEK5 84.
For CC(=O)Nc1nc(COc2ccc3ccccc3c2)cs1 the results were MEKK3 PB1 HTS 103, DNA FID counter -10, GalR3 antagonist -8, CRFR2-BP antag 4, MEKK2 mut-MEK5 -1, HCV NS3 hel inh -1, SUMO HTRF inh 13, CRFBP-R2 agonist 0.1 and MEKK2 WT-MEK5 100.
For CSc1nc2cc(C)nn2c(-c2ccccc2Cl)c1C#N the results were MEKK3 PB1 HTS 103, DNA FID counter -1, GalR3 antagonist -5, CRFR2-BP antag -7, MEKK2 mut-MEK5 2, HCV NS3 hel inh -6, SUMO HTRF inh 20, CRFBP-R2 agonist -0.2 and MEKK2 WT-MEK5 106.
`Cc1ccc(N2C(=O)C3C4C=CC(CNC(=S)Nc5ccc(Cl)cc5)(O4)C3C2=O)cc1` (stereo not drawn) gave MEKK3 PB1 HTS 84, DNA FID counter -6, GalR3 antagonist -2, CRFR2-BP antag -26, MEKK2 mut-MEK5 -2, HCV NS3 hel inh 1, SUMO HTRF inh -2, CRFBP-R2 agonist 3.5 and MEKK2 WT-MEK5 91.
CCN(CC)CCCN(C(=O)c1ccc(F)cc1)c1nc(-c2ccc(OC)cc2)cs1 was read as MEKK3 PB1 HTS 113, DNA FID counter 31, GalR3 antagonist -18, CRFR2-BP antag -12, MEKK2 mut-MEK5 24*, HCV NS3 hel inh -45, SUMO HTRF inh -6, CRFBP-R2 agonist 0.2 and MEKK2 WT-MEK5 141*.
Screening OCC1(CCOc2ccccc2)CCN(Cc2cn[nH]c2-c2ccccc2)CC1 returned MEKK3 PB1 HTS 96, DNA FID counter 11, GalR3 antagonist -8, CRFR2-BP antag -28, MEKK2 mut-MEK5 -4, HCV NS3 hel inh -5, SUMO HTRF inh 2, CRFBP-R2 agonist 2.0 and MEKK2 WT-MEK5 94.
Screening Cc1ccn(CCC(=O)N2CCc3ccccc32)n1 returned MEKK3 PB1 HTS 98, DNA FID counter -9, GalR3 antagonist -1, CRFR2-BP antag 2, MEKK2 mut-MEK5 5, HCV NS3 hel inh 9, SUMO HTRF inh 6, CRFBP-R2 agonist -1.1 and MEKK2 WT-MEK5 98.
CN(C)c1ccc(CC2C(=O)Nc3ccccc32)cc1 (stereo not drawn) was read as MEKK3 PB1 HTS 100, DNA FID counter -6, GalR3 antagonist -2, CRFR2-BP antag -7, MEKK2 mut-MEK5 -2, HCV NS3 hel inh 5, SUMO HTRF inh 21, CRFBP-R2 agonist 1.8 and MEKK2 WT-MEK5 99.
`COc1ccccc1N1CCN(C(=O)Cn2ncc3c([nH]c4ccccc43)c2=O)CC1` gave MEKK3 PB1 HTS 102, DNA FID counter -33, GalR3 antagonist -1, CRFR2-BP antag 7, MEKK2 mut-MEK5 5, HCV NS3 hel inh 2, SUMO HTRF inh 12, CRFBP-R2 agonist -0.5 and MEKK2 WT-MEK5 101.
Cn1c(SCC(=O)N2CCCCC2)nc2c([nH]c3ccccc32)c1=O was read as MEKK3 PB1 HTS 112, DNA FID counter -4, GalR3 antagonist -2, CRFR2-BP antag 11, MEKK2 mut-MEK5 7, HCV NS3 hel inh 11, SUMO HTRF inh 5, CRFBP-R2 agonist -5.3 and MEKK2 WT-MEK5 112.
O=C(NCCCNC(=O)c1ccccn1)c1ccc(F)cc1 was read as MEKK3 PB1 HTS 98, DNA FID counter -2, GalR3 antagonist -1, CRFR2-BP antag -1, MEKK2 mut-MEK5 -2, HCV NS3 hel inh -2, SUMO HTRF inh 3, CRFBP-R2 agonist 2.6 and MEKK2 WT-MEK5 98.
C/C(CC(=O)Nc1cccc2c1CCCC2)=N\NC(=O)c1ccccc1N was read as MEKK3 PB1 HTS 96, DNA FID counter -13, GalR3 antagonist -6, CRFR2-BP antag -32, MEKK2 mut-MEK5 5, HCV NS3 hel inh 5, SUMO HTRF inh -27, CRFBP-R2 agonist -1.1 and MEKK2 WT-MEK5 97.
Screening O=C(Nc1ccccc1Cl)C(=O)c1cn(CC(=O)N2CCOCC2)c2ccccc12 returned MEKK3 PB1 HTS 100, DNA FID counter -9, GalR3 antagonist -10, CRFR2-BP antag -9, MEKK2 mut-MEK5 0, HCV NS3 hel inh -9, SUMO HTRF inh 7, CRFBP-R2 agonist -0.7 and MEKK2 WT-MEK5 101.
Screening O=C(NCc1cccc(F)c1)c1ccc(N2C(=O)Cn3c(cc4sccc43)C2=O)cc1 returned MEKK3 PB1 HTS 102, DNA FID counter -44, GalR3 antagonist 6, CRFR2-BP antag -27, MEKK2 mut-MEK5 -1, HCV NS3 hel inh 21, SUMO HTRF inh 1, CRFBP-R2 agonist -0.6 and MEKK2 WT-MEK5 101.
For O=C(O)c1ccc(CSc2ccccn2)cc1 the results were MEKK3 PB1 HTS 97, DNA FID counter -1, GalR3 antagonist -3, CRFR2-BP antag -8, MEKK2 mut-MEK5 -7, HCV NS3 hel inh -1, SUMO HTRF inh 9, CRFBP-R2 agonist -0.7 and MEKK2 WT-MEK5 101.
CCOC(=O)c1nn(-c2ccc(Cl)cc2)c(C)cc1=O was read as MEKK3 PB1 HTS 105, DNA FID counter -4, GalR3 antagonist -10, CRFR2-BP antag 3, MEKK2 mut-MEK5 3, HCV NS3 hel inh 3, SUMO HTRF inh -10, CRFBP-R2 agonist -1.3 and MEKK2 WT-MEK5 102.
`COc1ccc(/C=C/c2cccc[n+]2C)c(O)c1` gave MEKK3 PB1 HTS 104, DNA FID counter 3, GalR3 antagonist -3, CRFR2-BP antag 6, MEKK2 mut-MEK5 3, HCV NS3 hel inh -2, SUMO HTRF inh 10, CRFBP-R2 agonist -1.3 and MEKK2 WT-MEK5 105.
`Cc1ccnc2nc(C(=O)Nc3ccc(S(=O)(=O)N4CCCC4)cc3)nn12` gave MEKK3 PB1 HTS 103, DNA FID counter -2, GalR3 antagonist 3, CRFR2-BP antag 4, MEKK2 mut-MEK5 19, HCV NS3 hel inh 5, SUMO HTRF inh -18, CRFBP-R2 agonist 0.0 and MEKK2 WT-MEK5 105.
Screening COc1ccc(C(=O)Nc2ccc(S(=O)(=O)N3CCCCC3C)cc2)c(OC)c1OC (stereo not drawn) returned MEKK3 PB1 HTS 98, DNA FID counter -12, GalR3 antagonist 0, CRFR2-BP antag -23, MEKK2 mut-MEK5 -1, HCV NS3 hel inh 7, SUMO HTRF inh -41, CRFBP-R2 agonist 1.9 and MEKK2 WT-MEK5 99.
For O=Cc1ccccc1OCc1ccc2c(c1)OCO2 the results were MEKK3 PB1 HTS 103, DNA FID counter -1, GalR3 antagonist -9, CRFR2-BP antag 34, MEKK2 mut-MEK5 1, HCV NS3 hel inh -11, SUMO HTRF inh 7, CRFBP-R2 agonist -1.7 and MEKK2 WT-MEK5 98.
`COc1ccc(N(C)S(=O)(=O)c2ccc3c(c2)NC(=O)CC(=O)N3)c(OC)c1` gave MEKK3 PB1 HTS 91, DNA FID counter -13, GalR3 antagonist -10, CRFR2-BP antag -3, MEKK2 mut-MEK5 0, HCV NS3 hel inh 13, SUMO HTRF inh 4, CRFBP-R2 agonist 1.1 and MEKK2 WT-MEK5 91.

The list is partial (hit frequency here may not be typical).
